# Assay outcomes (PubChem)
# CXCR6 inh = CXCR6 receptor inhibitors, primary screen, cell-based, beta-arrestin, luminescence, CHO-K1 PathHunter, 1536-well | C-X-C chemokine receptor type 6 (Homo sapiens), O00574 | inhibition, % at 20 µM | hit rate 0.36% among 360,000; in the data active means inhibition above about 34%, passing the limit was not always enough;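 further: antagonist mode with CXCL16 agonist at 10 nM final; 0% = 10 nM CXCL16 with DMSO and 100% = unstimulated wells without agonist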
# Target sequence (O00574 whole entry, looked up): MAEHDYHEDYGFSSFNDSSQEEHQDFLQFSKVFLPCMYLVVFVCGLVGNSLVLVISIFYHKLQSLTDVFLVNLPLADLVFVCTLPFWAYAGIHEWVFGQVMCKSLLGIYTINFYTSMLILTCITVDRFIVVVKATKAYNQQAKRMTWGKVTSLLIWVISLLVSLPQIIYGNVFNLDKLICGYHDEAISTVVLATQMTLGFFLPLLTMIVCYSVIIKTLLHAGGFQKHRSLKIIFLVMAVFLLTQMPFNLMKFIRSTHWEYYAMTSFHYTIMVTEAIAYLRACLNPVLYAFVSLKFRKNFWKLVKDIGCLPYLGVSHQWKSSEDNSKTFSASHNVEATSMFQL
# TIM10 inh = growth inhibitors of isogenic TIM10 control yeast, primary screen, counter-screen for tim10-1 yeast inhibitor project, luminescence, uHTS | hit rate 1.4% among 330,000 | S. cerevisiae TIM10 strain growth, BacTiter-Glo luminescence, 24 h | inhibition, % at 10 µM;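 active means inhibition of 40% or more at the single tested concentration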;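 further: wild-type TIM10 isogenic control strain grown at permissive 25 °C; 0% = DMSO yeast wells and 100% = minimal medium wells without yeast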
# APJ agonist = agonists of human apelin receptor APJ, primary screen, CHO-K1 cells, PathHunter beta-arrestin, luminescence; P35414; activation, % at 20 µM; 0% DMSO wells, 100% apelin; AID 2520, 2010; hit rate 0.11% among 330,000;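 active means activation more than six SD over the plate average, tested at 20 µM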;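 further: 0% = DMSO alone and 100% = apelin-13 at 10 nM; some results filed as inactive read as strong as hits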
# Target sequence (P35414 whole entry, looked up): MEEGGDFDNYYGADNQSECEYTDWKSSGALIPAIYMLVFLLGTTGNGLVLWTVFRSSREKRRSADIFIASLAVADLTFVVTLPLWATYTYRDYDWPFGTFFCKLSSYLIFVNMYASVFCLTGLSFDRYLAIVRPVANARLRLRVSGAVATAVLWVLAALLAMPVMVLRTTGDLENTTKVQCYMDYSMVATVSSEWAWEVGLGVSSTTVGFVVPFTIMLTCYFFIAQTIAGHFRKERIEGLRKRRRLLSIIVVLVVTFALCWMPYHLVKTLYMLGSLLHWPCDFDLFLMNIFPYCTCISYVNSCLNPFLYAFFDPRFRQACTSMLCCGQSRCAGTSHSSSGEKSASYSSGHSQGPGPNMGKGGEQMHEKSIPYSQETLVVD
#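 Assay system: engineered CHO-K1 APJ arrestin reporter cells; Amount: 1000 CHO-K1 reporter cells seeded per well; Dosing: one dose, 20 µM compound, 1% DMSO; Times: compound stimulation 90 min at 25 °C, detection 60 min; Measured by: luminescent beta-gal fragment complementation, chemiluminescent substrate; Read-out: APJ–arrestin association signal; Controls: DMSO vs Apelin-13 10 nM.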
# tim10-1 inh = growth inhibitors of tim10-1 mutant yeast, primary screen, luminescence, uHTS | S. cerevisiae tim10-1 ts strain growth, BacTiter-Glo, 24 h | inhibition, % at 20 µM | hit rate 2.2% among 330,000;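 active means inhibition of at least 40%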;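 further: mutant grown at 25 °C; 0% = DMSO wells with yeast and 100% = wells holding no yeast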
# CHOP UPR activ = activators of apoptotic CHOP UPR arm, primary screen, cell-based, CHO-CHOP luciferase reporter, luminescence, uHTS. UPR activation; percent of tunicamycin response over DMSO baseline. activation, % at 10 µM. hit rate 0.34% among 330,000. AID 449763, 2010;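 active means at 10 µM dose, activation of 40% or more, normalized to positive control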;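 further: 100% = tunicamycin at 10 µg/mL and 0% = DMSO alone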
#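 Assay system: CHO cells with stable CHOP pathway luciferase reporter; Buffer or medium: F12 plus 10% serum; Times: 16-18 h cell attachment, then 6 h compound exposure, 37 °C; Signal: luciferase luminescence; Read-out basis: percent activation relative to tunicamycin control; Control set: tunicamycin high control, DMSO low control.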
# Mdm2 MdmX PPI = inhibitors of human Mdm2-MdmX association, primary screen, cell-based, luminescence, split luciferase, SaOS-2, uHTS | Protein Mdm4 (Homo sapiens) + E3 ubiquitin-protein ligase Mdm2 (Homo sapiens), … | SaOS-2 split-luciferase Mdm2/MdmX complementation | inhibition, % at 8 µM | AID 485346, 2010 | hit rate 3% among 330,000;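 active means inhibition of at least 50% at 8 µM in the primary screen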
# tim23-1 inh = growth inhibitors of tim23-1 mutant yeast, primary screen, luminescence, uHTS. S. cerevisiae tim23-1 growth, BacTiter-Glo luminescence, 24 h. inhibition, % at 20 µM. hit rate 1.3% among 330,000. AID 463212, 2010;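 active means growth inhibition of the mutant yeast at or above 50%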;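 further: temperature-sensitive mutant grown at 25 °C; plate controls were DMSO-treated mutant yeast for no effect and medium wells lacking yeast for full effect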
# APJ antag = antagonists of human apelin receptor APJ, primary screen, CHO-K1 cells, beta-arrestin complementation, luminescence. P35414. inhibition, % at 20 µM. hit rate 0.32% among 330,000;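 active means inhibition above about 40% at 20 µM, limit read from the data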;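 further: cells challenged with 10 nM apelin-13 agonist together with compound; plate controls were apelin-13 plus DMSO wells for no effect and DMSO wells lacking apelin-13 for full effect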
# UPR XBP1 act = activators of adaptive XBP1 UPR arm, primary screen, cell-based, CHO-XBP1 luciferase reporter, luminescence, uHTS; IRE1-XBP1 UPR activation; percent of tunicamycin response, DMSO as zero; activation, % at 20 µM; hit rate 0.33% among 330,000; AID 463104, 2010;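 active means versus positive control, 20 µM dose yields 30% or more activation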;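 further: 100% = tunicamycin at 10 µg/mL and 0% = DMSO only wells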
#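 assay system = CHO-XBP1 luciferase reporter cells | amount = 1000 cells/well | buffer or medium = F12 plus 10% FBS | compound dosing = single point, 20 µM final compound, 1% DMSO | incubation = 16-18 h cell attachment at 37 °C, then 6 h compound exposure | detection = Steady-Glo luminescence read | controls = tunicamycin 10 µg/mL and vehicle-only wells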
# Starred values were filed as active, the others as inactive; . = not tested or not shown. The list is partial, so the mix of outcomes need not match the whole.
SMILES,CXCR6 inh,TIM10 inh,APJ agonist,tim10-1 inh,CHOP UPR activ,Mdm2 MdmX PPI,tim23-1 inh,APJ antag,UPR XBP1 act
CCOC(=O)N1CCC(NC(=O)c2cc3c(C)nc4ccccc4c3o2)CC1,-10.0,1.7,-0.2,19.4,-0.5,19.9,15.3,-5.5,1.8
N#Cc1ccc(-c2nc3cc(Cl)ccc3c(=O)n2O)cc1,-9.1,27.7,-2.8,28.1,0.5,28.7,50.4*,-14.7,-5.4
O=C(CCSCc1ccc(Cl)cc1)NCc1cccs1,3.5,10.6,-3.8,11.0,-0.7,1.6,18.2,-6.6,-1.0
CCCCc1nc(SCC(=O)Nc2nnc(CCCC)s2)n[nH]1,-3.1,3.7,-1.5,-13.8,-1.3,-8.6,3.0,-9.6,-4.5
O=C(N/N=C/c1cccs1)c1ccc2ncccc2c1,-9.7,15.4,0.0,-23.5,3.3,-3.3,22.4,-22.6,1.1
O=C(Nc1ccccc1N1CCOCC1)c1cc2c(s1)CCCCC2,-13.0,36.3,-1.4,29.7,4.5,-90.6,23.0,-20.3,5.6
CC(OC(=O)c1ccco1)C(=O)NC1CCCC1 (configuration not stated),0.5,-3.7,2.1,-21.3,0.2,9.6,12.9,8.9,-0.9
N/C(=N\OC(=O)C12CC3CC(CC(C3)C1)C2)c1ccncc1,-16.6,28.4,2.6,45.4*,3.9,83.7*,35.9,-2.3,0.3
O=C(NC1CCCCC1)C(c1ccccn1)N(C(=O)c1csnn1)C1CC1 (configuration not stated),4.9,-5.6,-2.1,0.6,1.7,-5.5,16.5,11.0,-0.9
CCc1noc(C)c1C(=O)N(C)CC(=O)Nc1ccc(Cl)c(Cl)c1,6.5,-0.9,-3.8,11.7,-1.7,18.2,5.8,-6.2,-3.6
CCOc1ccccc1N1CC(C(=O)Nc2ccc(S(=O)(=O)N3CCCCC3)cc2)CC1=O (configuration not stated),-7.4,-1.0,12.2,5.8,0.2,16.1,11.0,-3.7,-2.8
CCO[C@@H]1c2c(ccc3ccc(=O)oc23)OC(C)(C)[C@H]1O,-1.6,5.0,-3.0,-0.5,1.2,-3.7,8.8,-0.8,0.9
COc1cc2c(cc1OC)C(NC(=O)C(F)(F)F)C/C2=N\O (configuration not stated),-3.7,19.0,-3.6,-1.7,-0.7,15.4,15.4,-18.9,-1.4
N#Cc1ccc(-c2cccnc2)nc1SCC(N)=O,-6.8,9.7,4.0,-5.3,-0.4,2.0,-9.3,-4.8,-3.7
COc1ccccc1NC(=O)/C(N=Nc1ccc(C)c(S(=O)(=O)Nc2ccccc2Cl)c1)=C(\C)O,11.4,-0.1,-4.5,27.6,0.8,37.2,15.5,14.4,-1.1
Cn1c(SCC(=O)c2ccc3c(c2)Cc2ccccc2-3)nnc1-c1cccc(N)c1,-7.6,7.7,-0.5,27.5,-1.7,23.4,-10.4,-6.0,0.6
O=C(O)c1ccccn1,-0.8,-1.2,-4.1,8.0,-0.1,24.2,-11.4,-5.9,-1.5
CC(C)c1ccc(NC(=O)c2cc(S(=O)(=O)N3CCCC3)c[nH]2)cc1,-0.7,1.6,-0.8,17.4,-0.6,17.1,-0.9,-57.0,-3.4
O=C(NCC1CCCN(Cc2ccc3c(c2)OCCO3)C1)c1ccc2c(c1)OCO2 (configuration not stated),-9.0,-14.2,-1.4,7.5,-0.6,25.2,4.7,10.6,-0.4
Cn1nnnc1SCC(=O)N1CCN(S(=O)(=O)c2ccc(Cl)cc2)CC1,-11.0,7.4,-0.1,6.9,-0.1,69.6*,0.7,-0.9,0.3

# Arranged by value in Mdm2 MdmX PPI (smallest number first): three from the list above
Molecule	Mdm2 MdmX PPI
N#Cc1ccc(-c2cccnc2)nc1SCC(N)=O	2.0
O=C(NCC1CCCN(Cc2ccc3c(c2)OCCO3)C1)c1ccc2c(c1)OCO2 (configuration not stated)	25.2
COc1ccccc1NC(=O)/C(N=Nc1ccc(C)c(S(=O)(=O)Nc2ccccc2Cl)c1)=C(\C)O	37.2

# Remaining list, next part.
SMILES,CXCR6 inh,TIM10 inh,APJ agonist,tim10-1 inh,CHOP UPR activ,Mdm2 MdmX PPI,tim23-1 inh,APJ antag,UPR XBP1 act
COC(=O)CNC(=O)CSc1nc2sccc2c(=O)n1-c1ccccc1,-0.7,10.2,-1.5,14.9,-1.0,29.5,5.9,19.5,0.6
Cc1cc(=O)oc2cc(NC(=O)Cc3ccccc3[N+](=O)[O-])ccc12,-2.7,-15.8,1.6,-6.8,3.5,14.5,-3.3,17.0,0.5
CC(C)(C)c1ccc2c(c1)OC(C(=O)N/N=C\c1ccc(-c3cccc(C(=O)O)c3)o1)CO2 (configuration not stated),-8.4,0.5,-4.7,7.8,7.0,-8.4,10.4,0.0,3.6
CCOc1ccccc1NC(=O)CN(c1ccc(OC)cc1)S(=O)(=O)c1c(C)noc1C,-4.6,6.9,-1.4,38.5,-1.2,58.5*,39.7,21.7,9.3
Cc1ccc(NC(=O)CCNS(=O)(=O)c2ccc3c(c2)oc(=O)n3C)c(C)c1,-1.9,11.6,-4.6,13.8,-0.1,25.1,-1.0,2.9,0.7
CS(=O)(=O)c1ccc(-c2sc3ccccc3c2C#CCCO)cc1,-8.2,24.4,3.8,14.3,-0.8,17.3,29.6,5.4,6.4
Nc1ccc(C(=O)OCC(=O)c2cccc([N+](=O)[O-])c2)cc1,13.2,9.6,-5.7,15.3,1.2,-1.4,10.1,30.9,2.9
CCOc1ccc(CCNC(=O)C2CCC(=O)N2CCc2ccccc2)cc1OCC (configuration not stated),-4.0,2.5,-5.4,3.5,1.3,-6.1,2.7,14.4,-1.4
Cc1ccccc1OCc1nc(-c2ccccc2)no1,-8.0,12.0,-5.5,4.6,6.2,-136.6,-1.6,1.1,2.7
Cc1cc(Cl)c2cc3ccccc3cc2n1,-5.2,-0.2,-4.6,-1.7,0.4,19.8,5.6,1.7,0.5
CC[n+]1c(-c2ccccc2)csc1Nc1c(C)n(C)n(-c2ccccc2)c1=O,15.1,22.5,-3.4,19.5,-1.2,12.5,18.0,-2.6,2.2
Cc1ccc(-n2c(N)c(C(=O)N3CCCCC3)sc2=S)cc1,2.4,-7.6,-1.7,37.5,3.2,-16.7,30.6,-1.6,1.8
CC(C)(C)OC(=O)NCc1ccc(NC(=O)c2nc[nH]c2C(=O)NCCN(CCNC(=O)c2[nH]cnc2C(=O)Nc2ccc(CNC(=O)OC(C)(C)C)cc2)CCNC(=O)c2[nH]cnc2C(=O)Nc2ccc(CNC(=O)OC(C)(C)C)cc2)cc1,-3.9,16.5,-3.0,12.0,0.4,-3.8,9.6,11.1,-2.1
CCCn1c(SCC(=O)NC(=O)NCc2ccccc2)n[nH]c1=O,3.9,-13.9,-2.8,-11.9,-1.2,24.5,-12.8,14.1,-1.9
O=C(CCl)NCCN1C(=O)S/C(=C\c2cccnc2)C1=O,-8.7,-2.0,-0.3,-9.3,0.1,25.3,10.9,9.3,-3.5
COc1ccc(C2=NS(=O)(=O)N(C)C(C(=O)N3CCCCC3)=C2)cc1,0.0,-0.7,2.7,14.2,1.8,-15.7,11.9,15.7,-3.5
Cc1ccccc1Oc1cccc(C(=O)/C(C#N)=C/N(C)C)c1,-1.4,23.1,-0.9,18.5,0.8,-3.1,-3.6,0.1,-0.4
O=C(NC(=S)Nc1nc(-c2ccccc2)cs1)c1cccs1,21.7,-3.4,-0.1,33.4,2.8,3.9,5.7,-0.5,0.4
CCOc1ccc(CCN2C(=O)C(=O)N([C@H](CCCN(C)Cc3ccccc3)CNCc3ccccc3)C[C@@H]2C(C)C)cc1,.,-3.9,-5.3,4.6,1.6,65.9*,-13.9,5.1,1.4
O=C(Nc1cccc(F)c1)N1C2CCC1CC(O)(c1cccnc1)C2 (configuration not stated),-1.8,-6.6,-2.7,-8.3,2.5,0.0,8.6,-5.0,-4.8
O=C(CSc1nnc(-c2ccc(O)cc2)n1Cc1ccccc1)NNC(=O)c1ccc(Br)cc1,1.8,11.2,-3.1,21.5,0.6,6.5,0.4,-5.8,-1.2
CC(C)[C@H](NC(=O)[C@@H]1CSC2c3ccccc3C(=O)N21)C(=O)NCc1ccncc1 (some centres not stated),-3.1,9.2,-1.6,26.2,3.2,17.7,6.8,-15.5,-0.5
C=CCN1N=C(c2ccc(NC(=O)c3ccccc3)cc2)CSC1=O,-0.1,-7.1,-0.8,-37.6,10.3,66.0*,-21.2,2.8,10.7
CN(C)S(=O)(=O)c1ccc(C(=O)N2CCCC2c2nc3ccccc3s2)cc1 (configuration not stated),3.2,7.1,-0.8,24.9,-2.6,-5.3,12.9,-4.1,1.8
CCSc1nnc(NC(=O)CC(C)C)s1,4.4,-8.2,-3.2,11.0,1.7,15.0,-2.4,16.8,3.9
CCOC(=O)C(NC(=O)c1ccccc1)(Nc1nnc(C)s1)C(F)(F)F (configuration not stated),-4.5,2.7,-3.0,2.4,1.8,12.7,1.7,-0.7,0.1
Cn1c(N)c(C(=O)COC(=O)COc2ccccc2C#N)c(=O)n(C)c1=O,-0.9,0.5,-1.7,4.2,-1.6,16.7,-10.9,8.1,-5.1
O=C(Nc1ccc(NC(=O)c2ccccc2F)cn1)c1ccco1,0.4,13.4,-3.7,-31.7,-2.5,-39.6,38.3,-1.1,-8.3
CN1CCN(C(=O)c2ccc(COc3cc(Cl)ccc3Cl)o2)CC1,-3.1,6.5,-2.6,-2.9,-0.5,8.5,21.7,6.4,8.4
N=c1n(CC(=O)c2ccc(Br)cc2)c2ccccc2n1Cc1ccccc1,-26.1,15.7,3.2,12.6,7.4,96.7*,6.2,-26.1,20.1
Cc1onc(-c2ccccc2Cl)c1C(=O)NNC(=O)C1CCN(Cc2ccccc2)CC1,-4.9,7.7,-2.0,9.0,-1.7,-9.6,-7.0,2.0,-0.5
COc1ccc(/C=C/C(=O)N2CCN(S(=O)(=O)/C=C/c3ccccc3)CC2)cc1OC,-13.7,-14.1,-1.7,18.8,-1.1,0.6,-23.0,-6.3,-4.5
C/C(=N\NC(=O)c1cccc(N/N=C(\C)c2cc(O)ccc2O)c1)c1cc(O)ccc1O,-0.7,8.9,1.8,0.3,-2.4,20.2,-0.6,0.3,5.6
CC(CNC(=O)COc1ccccc1)OC(=O)Nc1ccc(Cl)c(Cl)c1 (configuration not stated),2.2,33.4,-1.6,49.6*,-2.4,21.4,41.1,-26.9,-5.1
